# b-catenin transl: beta-catenin nuclear translocation modulation | HeLa beta-catenin nuclear translocation, immunofluorescence imaging | nuclear translocation activity, % at 5 µM | 190,000 compounds, 0.3% hits | AID 1665;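 active = nuclear translocation activity above 50% at 5 µM, with a well cell count of 50 or more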;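 note: per-cell ratio of nuclear to cytoplasmic median beta-catenin stain intensity; plate controls were DMSO negative control for no effect and GSK-3 inhibitor IX positive control for full effect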
#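 System: Human HeLa cells, endogenous beta-catenin | Compound dosing: 5 µM primary, 0.02–20 µM confirmation | Timing: 24 h compound exposure at 37°C, 5% CO2 | Measured by: Fluorescence imaging of beta-catenin antibody stain plus DAPI | Read-out basis: % activation of per-cell nuclear versus cytoplasmic median beta-catenin signal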
# Dynein cargo inh: blocks dynein driven cargo transport along microtubules; 3617.4 mouse cells, GR-EGFP nuclear translocation imaging; test concentration mostly 20 µM; stimulated with dexamethasone, 1 µM; hits give low values; z-score, hits read low; 220,000 compounds, 0.47% hits;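 active = plate z-score of nuclear minus cytoplasmic receptor signal below a set negative limit, without overly bright fluorescence or cell loss, cut at about -3.5 in these data, passing the limit was not always enough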;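 note: z-score of nuclear minus cytoplasmic ring GR-EGFP intensity difference per well; some compounds called inactive have numbers as strong as hits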
#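 Buffer or medium: tetracycline-free induction medium containing charcoal-stripped FBS / Reagent: dexamethasone agonist, 1.0 µM final, for 30 min / Technique: automated 10x imaging of fixed Hoechst-stained cells / Times: induction 48 h, compound 1 h, agonist 30 min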
# Yfh1-depleted yeast: enhancers of respiration in Yfh1-depleted yeast, dose response, Friedreich's ataxia, plus single-dose screen (AID 1465); one-dose fold induction at 50 µM; EC50 in µM for titrated hits; S. cerevisiae Yfh1-off respiration, WST-1 reduction, 72 h; higher fold induction means a stronger effect; 220,000 compounds, 0.074% hits;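 active = fold induction of absorbance versus untreated yeast above a set limit, then at least 30% activation at any dose in follow-up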;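 note: activators that raise dye reduction in frataxin-depleted yeast; strong numbers were not always called active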
# Autophagy mod: alters autophagy in cells; calls only at 10 µM (by protocol); AID 463193; 190,000 compounds, 0.98% hits; MEF GFP-LC3 puncta imaging; test concentration mostly 10 µM;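 active = percentage of spot-positive cells more than 3 SD above its plate mean, without a fluorescence outlier flag or 80% toxicity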;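 note: spot-positive cell cutoff set from DMSO-treated cells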
# NOD1 NF-kB reporter: inhibition of NOD1-driven NF-kB reporter – cell-based, luminescence, uHTS, primary screen (AID 1578); NOD1-driven NF-kB luciferase reporter cells, luminescence; higher % means a stronger effect; 290,000 compounds, 1% hits; one-dose inhibition, % at 4 µM; EC50 in µM for titrated hits; in the data active = inhibition mostly above about 36%, no sharp cut-off; inactive = mostly below about 34%;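 note: HEK-293T reporter cells stimulated with the NOD1 agonist gamma-tri-DAP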
# HEK293 NOD2/NF-kB: inhibition of NOD2-driven NF-kB reporter – cell-based, luminescence, uHTS, HEK293 (AID 1566). HEK293 NOD2/NF-kB luciferase reporter, luminescence; higher % means a stronger effect. one-dose inhibition, % at 4 µM; EC50 in µM for titrated hits. 290,000 compounds, 0.63% hits; in the data active = inhibition above about 50%; note: many of its hits are not listed in these tables
# Insulin prom up: MIN6 insulin promoter up-regulation; MIN6 insulin promoter-GFP reporter, high-content imaging; hits give high values; z-score at 5 µM; 190,000 compounds, 0.3% hits;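 active = z-score above 3 at 5 µM with at least 500 cells counted in the well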
# MT stabilizer: stabilizes microtubules in HeLa cells; % tubulin-high responders, % at 10 µM; 200,000 compounds, 0.83% hits; HeLa tubulin immunostaining HCS, 24 h; share of cells brighter than vehicle mean+2SD;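 active = plate Z-score above 3 for both tubulin-high and condensed-nucleus cell shares, with cell loss under 80%, at 10 µM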;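 note: anti alpha tubulin signal scored within the nucleus-defined area of each cell; some results filed as inactive read as strong as hits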
# M17LAP inhibition: P. falciparum M17LAP inhibitors, primary screen, biochemical, fluorogenic H-Leu-NHMec substrate, 1536-well (AID 1619). recombinant M17LAP, H-Leu-NHMec fluorogenic kinetic assay; higher % means a stronger effect. one-dose inhibition, % at 30 µM; IC50 in µM for titrated hits. 220,000 compounds, 0.38% hits;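 active = compound inhibiting the enzyme by more than half at any dose during confirmatory dose-response retesting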;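 note: plate controls were full reaction with DMSO carrier for no effect and no enzyme background for full effect; strong numbers were not always called active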
# Dynein cargo inh cytoplasmic EGFP: further read-out of Dynein cargo inh, marked with its call; z-score; measured here: cytoplasmic GR-EGFP intensity; hits give high values
# Dynein cargo inh nuclear GR-EGFP: also measured in Dynein cargo inh; calls as there; z-score; measured here: nuclear GR-EGFP intensity;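 lower value marks the stronger effect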
# Dynein cargo inh cell count: recorded beside Dynein cargo inh, whose call it bears; z-score; measured here: cell count per field
# Insulin prom up cell count: further read-out of Insulin prom up, marked with its call; cell count; measured here: cytotoxicity, nuclei count;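 total cells summed across four imaged fields per well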
# b-catenin transl cell count 5 µM: further read-out of b-catenin transl, marked with its call; cell count; measured here: cell count, cytotoxicity flag
# MT stabilizer Hoechst-high %: recorded beside MT stabilizer, whose call it bears; % Hoechst-high responders; measured here: nuclear condensation Hoechst responders;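 share of cells brighter than vehicle mean plus two SD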
# MT stabilizer cytotoxicity %: also measured in MT stabilizer; calls as there; toxicity, %; measured here: cytotoxicity by cell density;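 0% = mean cell density of plate MIN control wells and 100% = no cells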
# Autophagy mod cell loss 18 h: recorded beside Autophagy mod, whose call it bears; toxicity, %; measured here: cell loss, nuclei count;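 cell loss after 18 h compound exposure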
# An asterisk follows results filed as active; i = inactive; / = not tested or not shown. A portion of the library (hit frequency here may not be typical).
# Values run as follows: Insulin prom up	MT stabilizer	MT stabilizer cytotoxicity %	Autophagy mod cell loss 18 h	Insulin prom up cell count	Yfh1-depleted yeast	NOD1 NF-kB reporter	M17LAP inhibition	HEK293 NOD2/NF-kB	Dynein cargo inh cytoplasmic EGFP	Dynein cargo inh	b-catenin transl	Dynein cargo inh cell count	b-catenin transl cell count 5 µM	MT stabilizer Hoechst-high %	Autophagy mod	Dynein cargo inh nuclear GR-EGFP
> O=C1c2ccccc2CN1CCSC(=S)N1CCOCC1
    -0.6	4.2	5.4	9	2309	i	-34%	9%	-29%	-0.28	-0.42	-1.1	-0.23	1012	3.2	i	0.73
> O=S(=O)(c1ccc(S(=O)(=O)N(Cc2ccc(F)cc2)C2CCCC2)cc1)N1CCCC1
    -0.33	1.2	6.8	8	1074	i	8%	-1%	-15%	-0.19	0.84	-0.9	-0.11	1204	1.6	i	0.64
> Cc1nc(-c2ccc(-c3ccon3)s2)no1
    -0.3	/	/	/	1438	i	-15%	2%	-13%	-0.26	0.58	-2.7	-0.095	1158	/	/	0.28
> CC(NC(=O)c1c(Cl)cnn1C)C1CCCO1 (stereo not given)
    -0.67	/	/	/	1067	i	-2%	3%	19%	-0.23	0.035	0.1	-0.45	1311	/	/	-0.057
> O=C(O)CSc1nnc(-c2ccncc2)n1C1CCCCC1
    -0.01	2.1	4.2	-9	1214	i	-28%	1%	-12%	-0.21	-0.89	-0.3	1.1	1224	1.5	i	-0.31
> CCc1ccc(-c2cn(C3CCCCC3)c(=S)[nH]2)cc1
    /	2.2	9.9	14	/	i	-29%	-7%	-108%	-0.29	-0.4	-0.8	0.59	1107	1.9	i	-0.28
> CCN(CC)CCCn1c(=S)[nH]c2cc(C(=O)OC)ccc2c1=O
    -0.55	1.2	4.2	-8	864	i	-24%	-4%	10%	-0.086	-0.62	3.7	1.1	1176	2.0	i	-0.19
> COCCn1c(-c2cccs2)nc2c(c(=O)c3ccccc3n2C)c1=O
    -0.22	1.4	8.8	13	917	i	9%	0%	12%	-0.19	0.21	-1.7	-0.037	1327	1.3	i	-0.16
> CC(NC(=O)COC(=O)CSCc1ccccc1)c1ccccc1 (stereo not given)
    0.04	5.5	10	10	1273	i	-28%	0%	-4%	0.24	0.076	0.8	1.2	1040	2.4	i	0.38
> CCOC(=O)C1=C(CSc2nc3c(cc2C#N)CN(C)CC3)OC(N)=C(C#N)C1c1ccncc1 (stereo not given)
    0.51	2.7	5.3	-50	1309	i	8%	-9%	1%	-0.16	-0.9	/	0.11	/	3.2	i	0.17
> O=C(Nc1cccc(-c2nc3ncccc3o2)c1)c1ccco1
    0.13	0.9	5.1	-5	781	i	-32%	3%	16%	-0.064	-0.47	/	0.26	/	0.9	i	0.033
> Nn1c(SCc2ccc(Br)cc2)nnc1-c1ccncc1
    0.15	2.6	7.8	5	1520	i	-51%	-5%	-20%	-0.27	-0.65	0.9	0.67	947	1.3	i	-0.23
> Cc1ccc(O)c(C(=O)c2cc(C#N)c(=O)n(C(C)c3ccccc3)c2)c1 (stereo not given)
    -0.08	2.8	9.7	29	883	i	-5%	11%	-26%	0.068	1.1	-1.5	-1.6	1041	2.6	i	0.97
> Cc1nn2c(-n3ccnc3C)c3c(nc2c1-c1ccccc1)CCC3
    0.45	1.8	5.3	-7	925	i	22%	10%	23%	0.13	-0.73	/	0.73	/	1.2	i	-0.51
> Cc1cccc(C(C)C)c1NC(=O)c1ccc(CN(c2ccccc2)S(=O)(=O)c2ccccc2)cc1
    -0.57	2.3	7.1	0	1477	i	-35%	3%	2%	-0.12	-0.42	-1.5	0.017	1098	2.9	i	-0.22
> O=C(O)c1ccc2c3c(cccc13)C(=O)N(c1ccccc1)C2=O
    -0.6	3.3	12	-10	1178	i	-25%	35%	5%	-0.34	0.31	0.6	0.4	1049	1.0	i	-0.48
> CC1CC(=O)c2c(cc3c(-c4c(O)cc(O)c5c(O)c6c(cc45)OC(C)CC6=O)c(O)cc(O)c3c2O)O1 (stereo not given)
    -3	32*	35*	-4	669	75µM*	24%	0%	26%	58	-1.7	-2.7	-1.6	967	32*	i	7.3
> Cc1ccc2c(c1)COc1c3ccc(C(=O)N[C@@H](CO)C(C)C)cc3nn1-2
    1.9	/	/	/	637	i	14%	4%	-94%	-0.74	-0.4	1.0	0.34	947	/	/	0.079
> CCOc1ccc(-c2ccc(SC)nn2)cc1
    1.7	6.1	10	28	1048	i	57%*	4%	-10%	-0.37	-0.023	1.2	0.22	1034	1.5	i	-0.096
> COC(=O)C1=C(C(=O)OC)[C@@H]2N(C)c3ccccc3[C@@]23C[C@@H](C(=O)OC)N=C3N1
    -0.41	/	/	/	1015	i	-3%	2%	14%	-0.8	-0.52	1.7	0.56	1171	/	/	-0.22
> Cc1cc(NC(=O)Nc2ccc(Cl)cc2)n(-c2ccccc2)n1
    -0.16	/	/	/	954	i	-4%	9%	-8%	-0.23	-0.44	0.5	-0.39	1228	/	/	0.64
> CCN1C(=O)C(CC(=O)Nc2ccc(C)cc2C)Nc2cc(S(=O)(=O)N(C)C)ccc21 (stereo not given)
    -0.8	3.0	5.5	-3	1577	i	-18%	5%	12%	0.29	-0.26	-3.4	0.51	1102	2.1	i	0.46
> Cc1n[nH]c(=O)nc1Nc1ccc(O)cc1
    0.96	1.4	7.2	-4	948	i	-7%	8%	-2%	0.18	0.35	/	-0.57	/	1.7	i	0.64
> Cc1ccc(C(=O)Nc2nc(N)n(-c3ccccc3)n2)cc1
    -0.26	/	/	/	1333	i	-9%	4%	29%	-0.26	0.14	-1.1	0.49	1184	/	/	-0.19
> Cc1cccc(OCCCC(=O)NCc2ccco2)c1
    0.24	2.2	2.4	13	1498	i	26%	14%	24%	0.059	-0.5	-0.5	0.027	1391	1.3	i	0.31
> Nc1cccc(S(=O)(=O)c2ccc(N)c(N)c2)c1
    1.3	3.8	2.6	-1	1333	i	-32%	19%	-16%	-0.35	-1.1	/	0.38	/	3.1	i	-0.44
> O=C(NCc1ccccc1)c1cccc(F)c1F
    /	1.8	4.6	10	/	i	17%	6%	4%	-0.2	-0.3	0.3	-0.14	1499	2.4	i	-0.28
> CCOC(=O)C1(CCc2ccccc2)CCN(C2Cc3ccccc3C2)CC1
    -0.6	1.4	3.5	8	1646	i	-16%	5%	6%	-0.25	1.8	-1.2	-1.2	959	2.0	i	1.2
> CCCCNC(=S)NNC(=O)c1csc(C(C)C)c1
    0.01	1.5	6.2	-6	1046	i	-41%	-6%	-59%	-0.23	-0.86	-2.2	0.62	1249	1.8	i	-0.4
> CCOc1ccc(NC(=O)c2cccnc2Cl)c([N+](=O)[O-])c1
    -0.79	3.6	3.2	-4	1346	i	-28%	-4%	0%	-0.26	-0.92	/	0.41	/	3.0	i	-0.64
> C=CCN1C(=O)C(Cc2ccc(OC)cc2)S/C1=N\N=C\c1cccs1 (stereo not given)
    0.21	1.7	4.4	-3	896	i	-34%	-10%	3%	-0.15	-0.32	/	0.74	/	1.3	i	-0.079
> COc1ccc(CC(=O)OCC(=O)N2N=C(c3ccccc3)CC2c2ccc(OC)cc2)cc1 (stereo not given)
    0.82	2.2	11	10	1315	i	-11%	-5%	-10%	-0.17	2.6	-2.8	-1.5	527	2.9	i	2.6
> Cc1cc(C)n2nc(SCc3nnc(SCc4ccccc4Cl)s3)nc2n1
    -0.52	2.9	8.7	-29	1938	i	0%	-4%	6%	-0.13	-1.4	1.8	0.7	1088	1.5	i	0.038
> Cc1ccc([N+](=O)[O-])c2cccnc12
    /	4.8	0.1	3	/	i	-5%	-5%	5%	-0.24	0.35	/	0.46	/	2.0	i	-0.6
> COc1nc(Cl)cn(-c2ccc(C)cc2)c1=O
    0.12	1.8	1.6	7	1301	i	-4%	9%	10%	-0.28	-0.51	-0.9	1.1	517	3.3	i	-0.38
> O=C(CCC1CCCN(C(=O)CCC(F)(F)F)C1)NCc1ccc(F)c(F)c1 (stereo not given)
    0.24	1.1	0.8	5	1711	i	-44%	9%	-4%	-0.1	2.1	-0.7	-1.4	1039	1.2	i	0.61
> COc1cc(-c2nnc(CSc3nnc(Nc4ccc(C(C)C)cc4)s3)o2)cc(OC)c1OC
    -0.78	7.5	6.4	-6	1362	i	-31%	10%	7%	-0.24	-0.61	-2.0	0.64	1103	3.3	i	-0.11
> CCC(C)c1ccc(NC(=O)C2CCCN(c3ncccn3)C2)cc1 (stereo not given)
    -0.13	36*	55*	2	1448	i	24%	-6%	-34%	-0.11	0.18	1.9	-0.42	1231	7.1*	i	0.056
> CC(=O)Nc1ccc(NC(C)=O)c(NC2OCC(O)C(O)C2O)c1 (stereo not given)
    -0.45	/	/	/	1412	i	-3%	1%	23%	-0.26	-0.11	-2.7	0.39	1150	/	/	-0.32
> N/C(=N\NC(=O)c1ccc(Cl)cc1)c1cnccn1
    -0.62	/	/	/	1051	i	-7%	21%	-18%	-0.03	1	0.2	-2.3	1241	/	/	0.85
